# Screens: PubChem BioAssay, several laboratories
# TNAP activation fold: stimulation of alkaline phosphatase TNAP activity – biochemical, luminescent, no phosphate acceptor, uHTS, primary screen (AID 1001); purified TNAP, luminescent activation assay, no phosphate acceptor; higher activation fold means a stronger effect; activation fold at 20 µM, or EC50 in µM where a hit was titrated; actives 0.03% (n = 200,000); in the data active means activation fold from about 3, or a potency from the dose series; inactive means the rest, 99 in 100 with activation fold below about 1.6; further: many of its hits are not listed in these tables
# GPR55 activation: GPR55 agonists via beta-arrestin recruitment, primary screen, imaging, U2OS cells, beta-arrestin-GFP redistribution (AID 1961). U2OS GPR55 beta-arrestin-GFP redistribution imaging; higher % means a stronger effect. one-dose activation, % at 10 µM; EC50 in µM for titrated hits. actives 0.048% (n = 290,000);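 active means activation above 40% with more than 50 cells counted in the well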;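 further: U2OS osteosarcoma cells stably expressing GPR55 and beta-arrestin-GFP; plate controls were DMSO negative control for no effect and LPI positive control for full effect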
# NTR1 ag: NTR1-driven beta-arrestin-GFP spot formation – imaging, U2OS cells, high content, primary screen (AID 493036); P30989; agonist mode; activation, % at 20 µM; actives 0.17% (n = 330,000);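 active means activation at or above 40% of the spot to cytoplasm intensity ratio, with at least 20 cells analyzed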;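 further: 0% = DMSO without peptide and 100% = 100 nM NTR1 peptide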
# Target sequence (P30989 whole entry, looked up): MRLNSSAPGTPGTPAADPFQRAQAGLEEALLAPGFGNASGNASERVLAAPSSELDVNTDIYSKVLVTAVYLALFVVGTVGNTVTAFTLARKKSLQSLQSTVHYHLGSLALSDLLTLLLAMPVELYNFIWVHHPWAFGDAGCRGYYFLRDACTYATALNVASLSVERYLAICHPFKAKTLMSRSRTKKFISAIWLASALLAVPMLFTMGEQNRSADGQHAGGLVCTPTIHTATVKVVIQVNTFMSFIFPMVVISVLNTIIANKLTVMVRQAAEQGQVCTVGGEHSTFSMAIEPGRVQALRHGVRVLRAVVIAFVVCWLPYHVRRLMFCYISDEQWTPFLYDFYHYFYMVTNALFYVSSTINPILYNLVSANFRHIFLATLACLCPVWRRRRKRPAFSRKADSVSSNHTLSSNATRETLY
# KOR beta-arrestin-1: KOR antagonists, beta-arrestin recruitment, cell-based, luminescence, uHTS (AID 1778) | one-dose inhibition, % at 10 µM; IC50 in µM for titrated hits | KOR beta-arrestin recruitment, luminescence, antagonist mode; higher % means a stronger effect | actives 0.091% (n = 290,000); further: strong numbers were not always called active
# NOD1 inhibition: inhibition of NOD1-driven NF-kB reporter – cell-based, luminescence, uHTS, primary screen (AID 1578). NOD1-driven NF-kB luciferase reporter cells, luminescence; higher % means a stronger effect. one-dose inhibition, % at 4 µM; EC50 in µM for titrated hits. actives 1% (n = 290,000); in the data active means inhibition mostly above about 36%, no sharp cut-off; inactive means mostly below about 34%;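 further: HEK-293T reporter cells stimulated with the NOD1 agonist gamma-tri-DAP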
# NOD2 inhibition: inhibition of NOD2-driven NF-kB reporter – cell-based, luminescence, uHTS, HEK293 (AID 1566); HEK293 NOD2/NF-kB luciferase reporter, luminescence; higher % means a stronger effect; inhibition, % at 4 µM; hits with a dose series show EC50 in µM; actives 0.63% (n = 290,000); further: many of its hits are not listed in these tables
# Yfh1-depleted yeast: mitochondrial function rescue without frataxin homolog – Friedreich's ataxia, plus single-dose screen, dose response (AID 1465) | S. cerevisiae Yfh1-off respiration, WST-1 reduction, 72 h; higher fold induction means a stronger effect | fold induction at 50 µM, or EC50 in µM where a hit was titrated | actives 0.074% (n = 220,000);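 active means fold induction of absorbance versus untreated yeast above a set limit, then at least 30% activation at any dose in follow-up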;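 further: activators that raise dye reduction in frataxin-depleted yeast; strong numbers were not always called active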
# CSM14.1 death rescue: protection against thapsigargin-triggered cell killing – 384-well, CSM14.1, ATP luminescence, primary screen (AID 1222); CSM14.1 thapsigargin-induced death rescue, ATP luminescence; higher % means a stronger effect; cellular ATP content (survival), % at 20 µM; hits with a dose series show EC50 in µM; 190,000 tested, under 10 active;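 active means EC50 below 50 µM in the dose-response confirmation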;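 further: death triggered by thapsigargin at about 15 µM added after 2 h compound pretreatment; cell ATP read after overnight thapsigargin exposure of roughly 18 to 22 hours; normalized against plate controls of thapsigargin alone and 5% DMSO vehicle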
# KOR beta-arrestin-2: kappa opioid receptor activators – cell-based, luminescence, uHTS, primary screen (AID 1777); KOR beta-arrestin recruitment, luminescence; higher % means a stronger effect; one-dose activation, % at 10 µM; EC50 in µM for titrated hits; actives 0.02% (n = 280,000); in the data active means activation above about 50%, passing the limit was not always enough; further: a part of the inactive calls stands beside numbers as strong as those of hits
# NTR1 ag cell count 20 µM: also measured in NTR1 ag; calls as there; cell count; measured here: cell count, cytotoxicity flag
# Starred values were filed as active, the others as inactive; i = inactive; / = no result given; [ ] = dose if it differs, or a comment. Unless noted, no stated cut-off is given here; in the data, active means inhibition above about 50%; inactive means the rest.
SMILES,TNAP activation fold,GPR55 activation,NTR1 ag,NTR1 ag cell count 20 µM,KOR beta-arrestin-1,NOD1 inhibition,NOD2 inhibition,Yfh1-depleted yeast,CSM14.1 death rescue,KOR beta-arrestin-2
CN1CCN(c2ccccc2NC(=S)NC(=O)c2cc3ccccc3o2)CC1,/,0.9%,5.9,40,-45.4%,5.8%,19.9%,/,/,2.6%
Cc1cc(OC(C)C(=O)NCC2CCC(C(=O)O)CC2)c2c(C)c(Cc3ccccc3)c(=O)oc2c1 (configuration not stated),/,-0.1%,-1.4,102,-18.0%[20 µM],0.3%,24.4%,/,/,-4.0%
O=CN1CCN(C(=O)Cc2ccc([N+](=O)[O-])cc2)CC1,1.2,-0.4%,-2.6,23,/,-37.2%,-18.5%,i,-1.1%,-2.1%
c1ccc(-c2nnc(SCC3CCCO3)nc2-c2ccccc2)cc1 (configuration not stated),/,-0.1%,7.3,68,13.8%,4.4%,18.4%,i,/,1.7%
CCOC(=O)C(=O)NNc1ccc(C)cc1,1.1,-0.2%,-1.0,74,-0.8%,-54.6%,-101.2%,i,0.5%,-1.8%
O=Cc1sc(N2CCOCC2)nc1-c1ccccc1,1.1,0.1%,-0.6,65,1.8%,6.6%,-6.1%,i,4.8%,-0.8%
O=C(CCn1cnc(-c2ccccc2)c1-c1ccccc1)N/N=C/c1ccccc1O,1.3,-0.2%,8.5,76,-4.4%,30.8%,25.7%,i,1.1%,-1.0%
COc1ccc(CC(=O)Nc2ccccc2N2CCCCC2)cc1OC,/,-0.1%,3.0,56,15.0%,11.3%,25.8%,i,/,4.4%
Oc1ccc(N=Nc2ccc3ccccc3c2)cc1,/,-0.3%,11.3,52,-16.3%[20 µM],-107.0%,-83.6%,/,/,1.2%
Nc1c(-c2cccs2)cnc2c(-c3ccc(F)cc3)cnn12,/,0.0%,9.5,88,11.2%,-6.4%,-186.9%,/,/,3.5%
COC(=O)c1ccc(NC(=S)NC(=O)c2cccnc2)cc1,/,-0.1%,1.1,55,-9.9%,0.9%,-1.8%,/,/,-2.0%
C=CCOc1c(OC)cc(Cl)cc1C1NC(=O)NC(C)=C1C(C)=O (configuration not stated),1.1,-0.1%,2.2,62,-41.7%,-0.4%,12.3%,i,5.8%,3.7%
COc1ccc(-c2nnn(Cc3ccccc3F)n2)cc1,1.1,0.7%,0.2,46,-40.0%,-27.6%,5.1%,i,0.5%,0.0%
CCOC(=O)c1ccccc1NS(=O)(=O)c1ccc(OC)cc1,1.1,0.2%,0.6,72,15.5%,-3.5%,13.0%,i,-0.1%,7.1%
CN1CC[n+]2c(CN3C(=O)c4ccccc4C3=O)csc21,1.1,0.3%,1.7,43,5.2%,5.0%,11.6%,i,2.0%,-4.1%
COc1cc2cc3c(N)c(C(=O)NCc4ccco4)sc3nc2cc1OC,1.1,0.2%,1.0,61,-16.5%,-10.2%,-6.2%,i,-1.1%,5.3%
Cc1cc(C)c(NC(=O)CS(=O)CC(=O)NCCN2CCCCCC2)c(C)c1 (configuration not stated),/,-0.2%,1.3,58,-62.0%,20.2%,-29.9%,/,/,3.0%
CC(=O)Nc1nnc(SCc2cc(=O)c(OC(=O)c3ccccc3)co2)s1,1,0.8%,1.5,54,-17.4%,-12.6%,2.5%,i,1.0%,-2.6%
c1ccc(-c2ncnc3cc4n(c23)CCC4)cc1,1.1,0.0%,-0.6,71,11.9%,-37.7%,-5.7%,i,0.0%,3.3%
CC(C)CC(=O)N1CCN(Cc2cccc([N+](=O)[O-])c2)CC1,1.1,0.5%,0.7,42,-9.0%[20 µM],-12.1%,3.0%,i,-2.8%,-0.3%

# 4 records drawn at random from the list so far:
SMILES,TNAP activation fold,GPR55 activation,NTR1 ag,NTR1 ag cell count 20 µM,KOR beta-arrestin-1,NOD1 inhibition,NOD2 inhibition,Yfh1-depleted yeast,CSM14.1 death rescue,KOR beta-arrestin-2
COc1ccc(-c2nnn(Cc3ccccc3F)n2)cc1,1.1,0.7%,0.2,46,-40.0%,-27.6%,5.1%,i,0.5%,0.0%
Cc1cc(C)c(NC(=O)CS(=O)CC(=O)NCCN2CCCCCC2)c(C)c1 (configuration not stated),/,-0.2%,1.3,58,-62.0%,20.2%,-29.9%,/,/,3.0%
COC(=O)c1ccc(NC(=S)NC(=O)c2cccnc2)cc1,/,-0.1%,1.1,55,-9.9%,0.9%,-1.8%,/,/,-2.0%
O=Cc1sc(N2CCOCC2)nc1-c1ccccc1,1.1,0.1%,-0.6,65,1.8%,6.6%,-6.1%,i,4.8%,-0.8%

# Additional structures
SMILES,TNAP activation fold,GPR55 activation,NTR1 ag,NTR1 ag cell count 20 µM,KOR beta-arrestin-1,NOD1 inhibition,NOD2 inhibition,Yfh1-depleted yeast,CSM14.1 death rescue,KOR beta-arrestin-2
Cc1ccc2c(CN3CCC(C)CC3)cc(=O)oc2c1,1.1,0.6%,1.0,67,-17.0%,-59.2%,-83.2%,i,-3.2%,3.6%
Cc1ccc(S(=O)(=O)NCCC(=O)Nc2cccc(S(N)(=O)=O)c2)cc1C,/,0.2%,-2.5,59,-13.0%,-27.2%,-6.7%,/,/,1.5%
Brc1cccc(-c2nnc3n2CCCCC3)c1,1.1,-0.1%,-0.7,65,21.5%,-8.3%,5.5%,i,3.5%,-4.1%
COc1ccc(CN2C(=NC(=O)CCC3CCCC3)SC3CS(=O)(=O)CC32)cc1 (configuration not stated),/,0.2%,0.4,66,-48.9%,-8.1%,-24.3%,/,/,2.6%
O=C(CCn1c(=O)sc2ccccc21)Nc1nc2ccccc2s1,1,0.3%,-0.1,47,24.2%,-17.7%,9.1%,i,-0.2%,1.6%
O=C(O)c1c(F)c(F)cc2ccccc12,1,-0.1%,2.9,70,-5.9%,-30.3%,-2.2%,/,-1.7%,-2.1%
COc1ccc(N(C)C(=O)c2ccc(NC(=O)CCS(=O)(=O)c3cccs3)cc2)cc1,/,-0.2%,-0.1,46,-3.7%,-6.1%,4.3%,/,/,-4.4%
CCC(=O)N1c2ccc(S(=O)(=O)CCC(=O)N3CCN(c4ccccc4F)CC3)cc2CC1C (configuration not stated),/,0.8%,0.1,55,25.1%[20 µM],-30.8%,7.6%,/,/,-4.5%
CCOc1cc(CN2CCN(CCc3ccccc3)C(CCO)C2)ccc1OC (configuration not stated),1.1,0.4%,2.3,67,-2.5%,-16.6%,-6.6%,i,0.2%,-3.9%
Cc1cc(OCC(=O)NC2CCCCC2)ccc1Cl,1,0.1%,1.6,38,8.1%,-30.0%,-30.6%,i,-1.5%,-1.6%
Cc1cc(C)n(-c2ccc(C(=O)Nc3ccc4c(c3)OCO4)cc2)n1,1.1,-0.1%,0.7,54,9.0%,-63.5%,-23.1%,i,-1.4%,1.7%
Cc1ccc(-n2cc(CN3CCC(CO)(Cc4cccc(C(F)(F)F)c4)CC3)cn2)cc1,1,0.8%,9.2,90,-26.3%,-56.4%,9.6%,i,-3.4%,-2.8%
Cc1ccccc1S(=O)(=O)/N=C(/Nc1c(C)n(C)n(-c2ccccc2)c1=O)c1ccccc1,1.1,1.0%,0.4,62,-36.3%,-27.9%,-38.4%,i,/,2.9%
C/C(N)=C(/C#N)C(=O)COC(=O)CSc1ccc2ccccc2c1,0.9,-0.2%,0.8,91,-2.0%,10.3%,17.8%,i,0.1%,-11.4%
O=C(CCCCN1CCCCC1)c1ccc2c(c1)Cc1ccccc1-2,1,0.0%,3.7,37,-73.4%,2.5%,0.9%,i,-1.8%,2.2%
CSc1nnc(-c2cnccn2)n1Cc1ccccc1,1,0.2%,2.3,88,-2.2%,-8.2%,0.0%,i,-1.7%,-4.5%
O=C(CCN1C(=O)c2ccccc2S1(=O)=O)Nc1nc2c(s1)CCCC2,1.1,-0.1%,2.3,37,-8.0%,-28.1%,-31.1%,i,-0.5%,7.1%
CC(C)=CC(=O)OCc1cc([N+](=O)[O-])cc2c1OCOC2,1.1,-0.3%,-0.6,65,-2.8%,-49.4%,-49.3%,i,-0.9%,-0.2%
CCC(=O)N(CC(=O)Nc1sc(C)c(C)c1C(N)=O)C1CCCC1,1.1,-0.3%,1.1,39,-8.5%,-14.0%,10.8%,i,-2.6%,0.6%
CC1(C)CC(=O)C(C=NC(CCC(N)=O)C(=O)O)=C(O)C1 (configuration not stated),1.1,-0.1%,-0.8,45,35.4%,-19.9%,5.8%,i,3.0%,4.7%

# In the list so far, 5 have fluorine.
SMILES,TNAP activation fold,GPR55 activation,NTR1 ag,NTR1 ag cell count 20 µM,KOR beta-arrestin-1,NOD1 inhibition,NOD2 inhibition,Yfh1-depleted yeast,CSM14.1 death rescue,KOR beta-arrestin-2
Nc1c(-c2cccs2)cnc2c(-c3ccc(F)cc3)cnn12,/,0.0%,9.5,88,11.2%,-6.4%,-186.9%,/,/,3.5%
COc1ccc(-c2nnn(Cc3ccccc3F)n2)cc1,1.1,0.7%,0.2,46,-40.0%,-27.6%,5.1%,i,0.5%,0.0%
O=C(O)c1c(F)c(F)cc2ccccc12,1,-0.1%,2.9,70,-5.9%,-30.3%,-2.2%,/,-1.7%,-2.1%
CCC(=O)N1c2ccc(S(=O)(=O)CCC(=O)N3CCN(c4ccccc4F)CC3)cc2CC1C (configuration not stated),/,0.8%,0.1,55,25.1%[20 µM],-30.8%,7.6%,/,/,-4.5%
Cc1ccc(-n2cc(CN3CCC(CO)(Cc4cccc(C(F)(F)F)c4)CC3)cn2)cc1,1,0.8%,9.2,90,-26.3%,-56.4%,9.6%,i,-3.4%,-2.8%

# The listing continues.
SMILES,TNAP activation fold,GPR55 activation,NTR1 ag,NTR1 ag cell count 20 µM,KOR beta-arrestin-1,NOD1 inhibition,NOD2 inhibition,Yfh1-depleted yeast,CSM14.1 death rescue,KOR beta-arrestin-2
CC1Sc2ccc(S(=O)(=O)N3CCC(C(=O)N(C)Cc4ccco4)CC3)cc2NC1=O (configuration not stated),/,-0.2%,-0.2,64,25.0%,10.6%,29.8%,/,/,0.4%
CCOc1ccc(CNC(=O)C(=O)c2cn(CC(=O)N3CCOCC3)c3ccccc23)cc1OC,/,-0.2%,-0.3,54,5.4%,-2.8%,13.4%,/,/,2.8%
COc1ccc(OC)c(/C=C2\SC(=S)N(N3CCOCC3)C2=O)c1,/,-0.1%,4.0,36,13.7%,-12.5%,22.5%,i,/,3.4%
Cc1cccc(N2C(=O)c3cccc4c(N)ccc(c34)C2=O)c1,/,-0.1%,-0.6,69,0.4%,26.2%*,-0.8%,/,/,4.5%

# The list is partial; rates above refer to the full screens.
